Source: PubChem
PolyA inh – inhibitors of polyadenylation in S. cerevisiae; S. cerevisiae SKY197-pL101 polyadenylation reporter, beta-gal luminescence; efflux-impaired pdr1/pdr3 knockout yeast; score 100 = 6 SD above DMSO; calls only at 12 µM; hit rate 0.02% among 300,000;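 active = lowest replicate activity score at least 50, where 100 means six control SD above control mean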;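 also: yeast exposed to compound for 9 h at 30 °C; higher score means more reporter readthrough which indicates perturbed polyadenylation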
HIF act – HIF pathway transcriptional activation. U2OS HRE-luciferase reporter, luminescence; normalized: DMSO 0%, desferrioxamine 100%. activation, % at 7.5 µM (by protocol). hit rate 0.32% among 300,000. AID 1910;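 active = mean activation of at least 10% of the iron chelator positive control signal, with at least half of replicates also reaching 10%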
MrgX1 ag – human MrgX1 receptor agonism, primary screen. MrgX1-HEK293 cells, Fluo-4 calcium fluorescence, agonist mode; stronger effect = higher value. B-score at 10 µM. Q96LB2. hit rate 0.44% among 310,000;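 active = calcium response B-score plate-corrected fluorescence ratio at least 3 library SD, with starting fluorescence B-score inside 5 SD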
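Material: MrgX1-expressing HEK293 cells; input: 15,000 cells per well; doses: test compound given as first of three sequential additions; schedule: overnight plating before 1 h dye loading; technique: Fluo-4 NW calcium-flux fluorescence, kinetic read; evaluation: baseline-normalised fluorescence change ratio, B-scored; control set: plate-wise positive and negative controls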
TRPC6 inh – blocks the mouse TRPC6 cation channel; hit rate 1.1% among 310,000; B-score at 10 µM; HEK293-TRPC6, membrane potential dye, ACh-evoked depolarization; stronger effect = lower value; AID 2553;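 active = B-score under library mean minus 3 SD, initial fluorescence not abnormally high, positive integrated signal ratio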;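 also: B-score derived from integrated fluorescence ratio over the kinetic read; more negative B-score means stronger inhibition of depolarization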
Target sequence (Q61143 whole entry, looked up): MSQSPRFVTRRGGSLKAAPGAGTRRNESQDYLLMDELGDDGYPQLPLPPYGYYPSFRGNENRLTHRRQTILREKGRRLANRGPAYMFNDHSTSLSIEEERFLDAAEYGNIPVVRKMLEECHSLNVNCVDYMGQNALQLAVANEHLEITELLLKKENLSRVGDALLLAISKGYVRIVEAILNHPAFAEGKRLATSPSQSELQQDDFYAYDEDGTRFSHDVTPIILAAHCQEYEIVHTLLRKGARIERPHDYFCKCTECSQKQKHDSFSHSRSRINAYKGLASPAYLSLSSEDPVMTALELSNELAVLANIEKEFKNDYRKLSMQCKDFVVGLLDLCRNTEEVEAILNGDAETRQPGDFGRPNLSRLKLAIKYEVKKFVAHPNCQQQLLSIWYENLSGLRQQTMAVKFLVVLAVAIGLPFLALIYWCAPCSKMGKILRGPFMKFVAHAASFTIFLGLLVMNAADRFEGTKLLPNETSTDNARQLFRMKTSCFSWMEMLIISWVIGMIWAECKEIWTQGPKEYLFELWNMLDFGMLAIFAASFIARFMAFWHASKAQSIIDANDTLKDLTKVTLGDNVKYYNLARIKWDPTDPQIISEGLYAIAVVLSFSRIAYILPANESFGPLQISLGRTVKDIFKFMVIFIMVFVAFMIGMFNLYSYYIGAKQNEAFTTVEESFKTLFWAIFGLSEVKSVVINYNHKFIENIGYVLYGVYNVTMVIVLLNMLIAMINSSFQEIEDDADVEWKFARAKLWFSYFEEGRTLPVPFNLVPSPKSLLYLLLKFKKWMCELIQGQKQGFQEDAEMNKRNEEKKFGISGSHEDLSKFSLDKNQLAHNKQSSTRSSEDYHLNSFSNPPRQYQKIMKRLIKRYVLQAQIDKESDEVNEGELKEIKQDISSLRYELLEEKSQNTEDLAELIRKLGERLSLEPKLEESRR
TRPC4 potent – allosteric potentiators of mouse TRPC4 channel | Q9QUQ5 | HEK293 TRPC4beta/mu-opioid, DAMGO EC20, Fluo-4 Ca2+ flux; stronger effect = higher value | B-score at 10 µM | hit rate 0.42% among 310,000 | AID 2227;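 active = B-score of calcium response area above 5 SD of library B-scores, with initial fluorescence ratio within 5 SD of library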;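 also: B-score of integrated fluorescence ratio over time as area under calcium response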
MrgX1 allo act – allosterically activates human MrgX1 receptor signaling | hit rate 0.63% among 310,000 | MrgX1-HEK293, Fluo-4 calcium flux, FDSS; stronger effect = higher value | B-score at 10 µM;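 active = plate-corrected calcium response at least 3 library SD above typical, normal starting fluorescence, not activating the receptor alone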;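 also: compound read alongside a low EC10 to EC30 dose of BAM8-22 agonist; peak minus trough fluorescence over baseline measured at the second addition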
AI-2 QS mod – Vibrio harveyi AI-2 quorum sensing modulation | AID 2094 | hit rate 0.4% among 300,000 | activity change, % at 7.5 µM | Vibrio harveyi JMH597 AI-2 luminescence/OD600 ratio, 9 h; stronger effect = lower value; strain lacks LuxN and CqsS sensors; 0 = neutral-control median; in the data active = activity change below about -75%, passing the limit was not always enough;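 also: luminescence divided by OD600 gain over 9 h not by final OD600 alone; inactives centre near 13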
TRPC6 activator – mouse TRPC6 channel activation | HEK293-TRPC6 membrane potential dye fluorescence; stronger effect = higher value | hit rate 0.13% among 310,000 | Q61143 | B-score at 10 µM;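 active = B-score of the integrated fluorescence ratio above library mean plus 3 SD, and starting fluorescence ratio within library mean plus 5 SD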;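 also: higher score means more depolarization so channel activation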
TRPC4 block – blocks the mouse TRPC4 cation channel | HEK293 TRPC4beta/mu-opioid, DAMGO-evoked Fluo4 calcium flux; stronger effect = lower value | B-score at 10 µM | hit rate 0.39% among 300,000 | AID 2247;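 active = B-score over 3 SD under the library average, no early fluorescence shift, positive overall ratio signal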
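material = TRPC4beta/mu-opioid receptor HEK293 cell line | probe or stimulus = sequential submaximal and maximal DAMGO stimulation | compound dosing = one concentration per compound | measured by = Fluo4 Ca2+ flux fluorescence | evaluation = integrated fluorescence ratio relative to baseline, converted to per-well B score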
TRPC4 agonist – activators of mouse TRPC4 channel; HEK293 TRPC4beta/mu-opioid, Fluo4 calcium fluorescence; stronger effect = higher value; B-score at 10 µM; Q9QUQ5; hit rate 0.49% among 310,000;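 active = B-score above 5 SD of library B-scores, and initial fluorescence ratio not above library mean plus 5 SD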;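 also: positive B-score marks a calcium rise read as TRPC4 activation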
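Assay system: HEK293 stable line with TRPC4beta plus mu-opioid receptor; schedule: 45 min room-temperature Fluo4 loading, 110 s read; technique: kinetic Fluo4 calcium fluorescence; evaluation: integrated baseline-normalised fluorescence ratio, converted to per-well B score; controls: buffer (low) and maximal DAMGO (high)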
MrgX1 antagonist – antagonists of human MrgX1 receptor; B-score at 10 µM; hit rate 1.3% among 310,000; MRGX1-HEK293 calcium flux, Fluo-4, BAM8-22 antagonism; stronger effect = lower value; AID 588676;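 active = calcium-response B-score plate-corrected more than 3 library SD below zero, starting fluorescence within 5 deviations, no agonist response on first addition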;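 also: peak minus trough fluorescence over baseline after final BAM8-22 challenge near maximal dose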
An asterisk follows results filed as active; i = inactive; · = no result given. A portion of the library (hit frequency here may not be typical).

SMILES | PolyA inh | HIF act | MrgX1 ag | TRPC6 inh | TRPC4 potent | MrgX1 allo act | AI-2 QS mod | TRPC6 activator | TRPC4 block | TRPC4 agonist | MrgX1 antagonist
COc1ccccc1C(=O)NC(=O)COC(=O)CCOc1ccccc1C | i | 0.0 | i | i | i | i | 19.2 | i | i | i | i
CCCCN(CCCC)CC(O)CN1C(=O)NC(C)(C)C1=O (configuration not stated) | · | -0.3 | i | i | i | i | 11.2 | i | i | i | i
Cc1cc(CNC(=O)COc2ccc(C#N)cc2)c2ccccc2n1 | i | 0.3 | i | i | i | i | 11.3 | i | i | i | i
Cc1ccc(N(CC(=O)NC2CCCC2)C(=O)CCC(=O)Nc2ccccn2)cc1 | i | 0.2 | i | i | i | i | 10.7 | i | i | i | i
N#Cc1c(NC(=O)CSC2=NCCS2)sc2c1CCCC2 | i | 0.2 | i | i | i | i | 11.8 | i | i | i | i
O=C(NC(Cc1ccccc1)C(=O)O)/C(=C/c1ccc(F)cc1)NC(=O)c1ccccc1 (configuration not stated) | i | 0.0 | i | i | i | i | 13.9 | i | i | i | i
COc1ccc(NC(=O)Nc2ccccc2OC)cc1 | i | 2.7 | i | i | i | i | 6.2 | i | i | i | i
O=C(CN1C(=O)C2C3C=CC(C3)C2C1=O)NCc1ccc2c(c1)OCO2 (configuration not stated) | i | -33.0 | i | i | i | i | 16.5 | i | i | i | i
Cc1ccc(C)c(NC(=O)C2CCCN(S(=O)(=O)c3ccc4[nH]c(=O)ccc4c3)C2)c1 (configuration not stated) | i | 0.0 | i | i | i | i | 15.0 | i | i | i | i
O=C(CS(=O)(=O)c1ccccc1)NCc1ccccc1 | i | 0.3 | i | i | i | i | 24.4 | i | i | i | i
CC(C)CN(C(=O)c1cccc(S(=O)(=O)N2CCCCC2)c1)C1CCS(=O)(=O)C1 (configuration not stated) | i | 0.2 | i | i | i | i | 16.0 | i | i | i | i
CCOC(=O)C1CCN(c2ccc([N+](=O)[O-])c(C(C)=O)c2)CC1 | i | -0.5 | i | i | i | i | 1.1 | i | i | i | i
CN=C1SC(CC(=O)Nc2ccc(F)cc2F)C(=O)N1/N=C/c1ccc(OC(F)F)c(OC)c1 (configuration not stated) | i | -1.6 | i | i | i | i | 24.7 | i | i | i | i
CCn1nnnc1SCC(=O)Nc1ccc2c(c1)OCCO2 | i | -2.9 | i | i | i | i | -14.7 | i | i | i | i
Cc1cc(C)nc(-n2nc(C)c(Br)c2Nc2ccc(Br)cc2)n1 | i | -0.6 | i | i | i | i | 20.9 | i | i | i | i
Cn1cc(C(=O)NCc2ccc(Cl)cc2)c(=O)c2cc(S(=O)(=O)N3CCOCC3)ccc21 | i | -0.5 | i | i | i | i | 4.2 | i | i | i | i
CCCN1C(=O)c2ccc(C(=O)Nc3cc(C)ccc3O)cc2C1=O | i | 6.0 | i | i | i | i | -6.6 | i | i | i | i
Cc1ccccc1Cn1ccc(=NCc2ccccc2)cc1 | i | -0.5 | i | i | i | i | 5.7 | i | i | i | i
CC(C)C(NC(=O)CSc1ccc(Cl)cc1)C(C)C | i | -0.7 | i | i | i | i | 17.1 | i | i | i | i
O=C1[C@@H]2CSCN2C(=O)CN1CCc1cccc(F)c1 | i | 0.0 | i | i | i | i | 5.5 | i | i | i | i
Cc1csc(=Nc2cccnc2)n1Cc1ccco1 | i | -0.3 | i | i | i | i | -11.3 | i | i | i | i
Cc1ccc(-n2c(SCC(=O)Nc3ccc4c(c3)OCCO4)nnc2-c2ccco2)cc1 | i | 0.2 | i | i | i | i | 20.6 | i | i | i | i
COC(=O)C(C)Oc1ccc2c(-c3cccc([N+](=O)[O-])c3)cc(=O)oc2c1 (configuration not stated) | i | -0.3 | i | i | i | i | 16.2 | i | i | i | i
COc1cccc(-c2cc(C(=O)NCC3CCCO3)c3cc(C)cc(C)c3n2)c1 (configuration not stated) | i | -0.5 | i | i | i | i | 9.3 | i | i | i | i
COc1cc(S(=O)(=O)Nc2cccc(C(=O)O)c2)c(OC)cc1Cl | i | -0.7 | i | i | i | i | 28.2 | i | i | i | i
CCOC(=O)c1c(CCl)nc2ccccc2c1C | i | -1.0 | i | i | i | i | 10.0 | i | i | i | i
COc1ccc(C(=O)NCCCn2ccnc2)cc1[N+](=O)[O-] | i | -0.3 | i | i | i | i | 24.4 | i | i | i | i
C/C(=N\Nc1ncc(Cl)cc1Cl)c1ccccn1 | i | -2.5 | · | i | i | · | -34.7 | i | i | i | ·
CCN1CCCC1CN(Cc1cc2cc(C)cc(C)c2[nH]c1=O)C(=O)Nc1ccccc1OC (configuration not stated) | i | -0.1 | i | i | i | i | 12.7 | i | i | i | i
CN(C)S(=O)(=O)N1CCCN(S(=O)(=O)N(C)C)CC1 | i | -0.7 | i | i | i | i | 25.3 | i | i | i | i
O=[N+]([O-])c1ccccc1NC(=S)N/N=C/c1ccc(O)c(O)c1 | i | 2.1 | i | i | i | i | 16.4 | i | i | i | i
CCC(=O)Nc1ccc2c(c1)C(=O)c1ccccc1C2=O | i | 2.5 | i | i | i | i | -8.9 | i | i | i | i
Cc1cc(OCC(=O)N2CCN(c3ccccc3)CC2)c2c(C)c(C)c(=O)oc2c1 | i | -0.8 | i | i | i | i | 20.2 | i | i | i | i
CCCn1c(Nc2ccccc2)nc2ccccc21 | i | 0.5 | i | i | i | i | 3.5 | i | i | i | i
O=C(/C=C/c1ccccc1)Oc1coc(CSc2ncccn2)cc1=O | i | -0.4 | i | i | i | i | 24.5 | i | i | i | i
COc1ccc2cc(C(=O)N3CCN(c4cccc(C)c4C)CC3)[nH]c2c1 | i | 2.6 | i | i | i | i | 15.4 | i | i | i | i
CCc1nnc(NC(=O)CSc2nccn2-c2cccc(C)c2C)s1 | i | 1.9 | i | i | i | i | 31.4 | i | i | i | i
CC(=O)N(CCC(c1ccco1)C(C)C)Cc1ccc(OC(C)C)cc1 (configuration not stated) | i | · | i | i | i | i | 24.9 | i | i | i | i
Fc1ccc(-c2cc(C(F)(F)F)nc(-n3cncn3)n2)cc1 | i | -0.6 | i | i | i | i | 18.4 | i | · | i | i
NC(=O)C1(N2CCCCC2)CCN(C(=O)CSc2nc3ccccc3o2)CC1 | i | 0.1 | i | i | i | i | -1.6 | i | i | i | i
COC(=O)CN1C(=S)N(c2ccc(Cl)cc2)C(=O)C1CC(=O)Nc1ccccc1 (configuration not stated) | i | -1.4 | i | i | i | i | -3.1 | i | i | i | i
COCCNC(=O)c1onc(CSc2ccc(F)c(F)c2)c1C(=O)O | i | -0.2 | i | i | i | i | 6.2 | i | i | i | i
Cc1ccc2cc(C(c3nnnn3C3CCCC3)N(Cc3cccnc3)Cc3ccco3)c(=O)[nH]c2c1 (configuration not stated) | i | -0.6 | i | i | i | i | 9.0 | i | i | i | i
COc1ccc(-c2cc(C(F)(F)F)n3nc(C(=O)NCc4ccco4)cc3n2)cc1OC | i | -0.2 | i | i | i | i | 30.1 | i | i | i | i
CCOC(=O)N1CCN(c2c(-c3ccc(C)cc3)c(=O)c2=O)CC1 | i | -0.1 | i | i | i | i | 11.9 | i | i | i | i
COc1ccc(CC(=O)c2ccccc2C(=O)O)cc1 | i | -0.2 | i | i | i | i | 17.1 | i | i | i | i
CCN(CC)C(=O)c1[nH]cnc1C(=O)Nc1ccc(OC)cc1 | i | 0.0 | i | i | i | i | 10.3 | i | · | i | i
CCc1cccc(C)c1NC(=O)C1CCCN(S(C)(=O)=O)C1 (configuration not stated) | i | -1.7 | i | i | i | i | 39.5 | i | i | i | i
CCOC(=O)C1=C(C)Nc2ccccc2N=C1NC(=O)c1cccc(S(=O)(=O)NCc2ccccc2)c1 | i | -0.5 | i | i | i | i | 4.6 | i | i | i | i
CCCC(=O)OCC(=O)NCc1ccc(Cl)cc1 | i | 0.0 | i | i | i | i | 0.2 | i | i | i | i

(listing goes on)
SMILES | PolyA inh | HIF act | MrgX1 ag | TRPC6 inh | TRPC4 potent | MrgX1 allo act | AI-2 QS mod | TRPC6 activator | TRPC4 block | TRPC4 agonist | MrgX1 antagonist
COCc1cc(C)nc(SCC(=O)Nc2ccccc2N2CCOCC2)c1C#N | i | 0.1 | i | i | i | i | 14.7 | i | i | i | i
C/C(CC(=O)Nc1ccc(N(C)C)cc1)=N\NC(=O)c1ccccc1F | i | 3.3 | i | i | i | i | 7.8 | i | i | i | i
O=C(O)CSc1nc2c(c(C(F)(F)F)n1)CCc1ccccc1-2 | i | -0.1 | i | i | i | i | 25.8 | i | i | i | i
O=C(CN(Cc1cccs1)C(=O)CNS(=O)(=O)c1ccc(Cl)cc1)NCC1CCCO1 (configuration not stated) | i | -0.5 | i | i | i | i | -5.9 | i | i | i | i
Cc1ccccc1NC(=O)c1cccc2nccnc12 | i | 0.6 | i | i | i | i | 1.4 | i | i | i | i
CSc1nsc(SCCN2C(=O)c3ccccc3C2=O)n1 | i | -0.3 | i | i | i | i | 15.0 | i | i | i | i
CSc1oc(-c2ccco2)nc1S(=O)(=O)c1ccc(C)cc1 | i | -0.2 | i | i | i | i | 21.4 | i | i | i | i
COc1cc(OC)cc(C(=O)N[C@H](C(=O)Nc2cccc(S(=O)(=O)N3CCCC3)c2)C(C)C)c1 | i | -0.1 | i | i | i | i | 6.9 | i | i | i | i
CC1CCCN(C(=O)c2cccc(S(=O)(=O)Nc3cc(C(F)(F)F)ccc3Cl)c2)C1 (configuration not stated) | i | 0.0 | i | i | i | i | 19.1 | i | i | i | i
CCSc1nc2c(sc3nc(C)cc(C)c32)c(=O)[nH]1 | i | -0.3 | · | i | i | · | 17.2 | i | i | i | ·
O=C(C1=C(O)C(=O)N(CCN2CCOCC2)C1c1cccc(Br)c1)c1cc2ccccc2o1 (configuration not stated) | i | -0.1 | i | i | i | i | 4.2 | i | i | i | i
CCNc1ccccc1C(=O)O | i | -0.2 | i | i | i | i | 32.8 | i | i | i | i
COc1ccc(S(=O)(=O)N(CC(=O)NCC2CCCO2)c2ccc(Cl)cc2)cc1 (configuration not stated) | i | 1.0 | i | i | i | i | -4.2 | i | i | i | i
